CAL PDZ FP-1 = CAL PDZ (human) peptide binding inhibition | inhibition, % at 24.9 µM | AID 602252 | purified CAL PDZ, TMR-peptide fluorescence polarization, 1 h | Q9HD26 | 300,000 compounds, 0.92% hits;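 active = mean inhibition of at least 30% with at least half of replicates also reaching 30%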;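 also: 0% = DMSO neutral control and 100% = excess unlabeled competitor peptide PRC23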
CDK5 inh = inhibitors of human CDK5/p35 kinase; Q00535+Q15078; Recombinant CDK5/p35, ADP-Glo luminescence, 60 min; inhibition, % at 10 µM; 330,000 compounds, 0.01% hits; AID 488839;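 active = highest replicate inhibition of at least 50% and at least 75% of replicates reaching 50%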;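 also: plate controls were DMSO neutral control for no effect and GW8510 at 10 µM for full effect; many of its hits are not listed in these tables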
Target sequence (Q00535 whole entry, looked up): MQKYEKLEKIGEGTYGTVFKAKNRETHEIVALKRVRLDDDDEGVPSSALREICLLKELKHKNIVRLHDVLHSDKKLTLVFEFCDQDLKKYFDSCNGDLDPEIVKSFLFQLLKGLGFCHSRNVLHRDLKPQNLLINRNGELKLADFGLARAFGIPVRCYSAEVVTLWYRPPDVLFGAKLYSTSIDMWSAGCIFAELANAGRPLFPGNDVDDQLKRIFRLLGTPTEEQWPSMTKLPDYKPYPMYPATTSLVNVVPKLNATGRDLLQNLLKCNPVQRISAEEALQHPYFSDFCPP
Target sequence (Q15078 whole entry, looked up): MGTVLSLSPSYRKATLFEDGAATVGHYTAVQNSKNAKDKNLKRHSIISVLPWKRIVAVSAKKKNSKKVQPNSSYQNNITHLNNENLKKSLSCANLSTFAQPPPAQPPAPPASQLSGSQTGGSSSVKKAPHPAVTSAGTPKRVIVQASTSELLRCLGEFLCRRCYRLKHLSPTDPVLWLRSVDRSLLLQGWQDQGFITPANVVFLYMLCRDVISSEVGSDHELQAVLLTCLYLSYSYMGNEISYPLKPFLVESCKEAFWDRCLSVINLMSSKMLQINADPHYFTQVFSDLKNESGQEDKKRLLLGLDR
Tat export inh = inhibitors of E. coli Tat protein transport | inhibition, % at 10 µM | 340,000 compounds, 0.036% hits | E. coli MC4100 TorA-mCherry Tat export, fluorescence;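 active = mean replicate inhibition at least 50% and at least half of replicates individually reaching 50%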;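 also: exported cargo escapes ClpAP degradation while cytoplasmic cargo is degraded and loses fluorescence; 0% = median of neutral control wells and 100% = median of NaSCN control wells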
V-ATPase pHluor = alters yeast V-ATPase proton transport. S. cerevisiae, pHLuorin cytosolic pH fluorescence. response, % at 10 µM. 350,000 compounds, 0.37% hits; in the data active = response mostly above about 7.3%, no sharp cut-off; inactive = mostly below about 5.4%; also: actives read high; inactives centre near 0; some compounds called inactive have numbers as strong as hits
MITF act = increases MITF-driven TRPM1 promoter luciferase signal | activation, % at 12.5 µM | SK-MEL-5 TRPM1-promoter luciferase, 24 h; % of positive control, neutral wells = 0 | 300,000 compounds, 0.75% hits;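 active = mean activation of at least 80% with every replicate also reaching 80%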;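 also: 0% = neutral control wells and 100% = parthenolide positive control wells; values of inactives mirror those of a sister screen read the other way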
cardiac RTF act = cardiac RTF calcium sensitization | P19429+P45379 | IANBD-labeled TnC RTF fluorescence at EC20 calcium; 0% EC20 calcium, 100% full calcium | activation, % at 7.2 µM | 340,000 compounds, 0.24% hits | AID 493008;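 active = activation above the mean over all tested compounds plus 3 SD, cut at about 30% in these data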;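 also: rise in fluorescence read as greater calcium sensitivity of cardiac thin filaments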
dFosB act = mouse delta FosB homodimer activation | purified delta FosB, TAMRA-CDK5 oligo fluorescence polarization; percent of positive-control signal above neutral wells | activation, % at 25 µM | 340,000 compounds, 0.99% hits | AID 493131;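 active = mean activation above about 17%, with every replicate also reaching it, limit read from the data, passing the limit was not always enough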;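 also: fluorescence polarization rise as delta FosB binds a TAMRA Cdk5 AP-1 oligo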
Target sequence (P13346 whole entry, looked up): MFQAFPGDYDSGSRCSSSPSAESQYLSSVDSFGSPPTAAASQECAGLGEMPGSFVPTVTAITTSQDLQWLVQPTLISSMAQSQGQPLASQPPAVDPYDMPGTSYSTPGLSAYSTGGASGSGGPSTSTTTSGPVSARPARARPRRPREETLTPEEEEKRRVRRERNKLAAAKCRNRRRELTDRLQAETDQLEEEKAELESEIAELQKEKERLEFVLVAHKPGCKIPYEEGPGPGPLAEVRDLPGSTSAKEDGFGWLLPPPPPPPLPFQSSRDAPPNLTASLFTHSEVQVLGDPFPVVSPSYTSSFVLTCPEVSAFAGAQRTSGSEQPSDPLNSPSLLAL
Wnt bcat act = Wnt/beta-catenin pathway activation. Wnt/beta-catenin reporter cell assay, activator, plate reader. activation, % at 9.35 µM. 300,000 compounds, 1.2% hits; in the data active = activation above about 30%, passing the limit was not always enough;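 also: 0% = neutral control wells and 100% = positive control wells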
Rtt109 Vps75 = C. albicans Rtt109 histone acetyltransferase inhibition. Q5AAJ8. purified Rtt109/Vps75, ThioGlo CoA-SH fluorescence, 4 h. inhibition, % at 34.9 µM. 330,000 compounds, 0.16% hits;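 active = inhibition of at least 50% in every replicate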
CAL PDZ FP-2 = blocks peptide binding to human CAL PDZ domain | Q9HD26 | purified CAL PDZ, TMR-peptide fluorescence polarization, 1 h | inhibition, % at 20 µM | 330,000 compounds, 0.02% hits | AID 504414;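 active = highest replicate inhibition of at least 40%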;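 also: plate controls were DMSO neutral control wells for no effect and unlabeled competitor peptide control wells for full effect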
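Material: tagged CAL PDZ protein CerCALP, purified; buffer or medium: sodium phosphate/NaCl buffer pH 7.4 with TCEP, IgG, Thesit; also added: fluorescent TMR peptide probe; schedule: 1 h incubation at room temperature before polarization reading; technique: fluorescence polarization from S- and P-plane intensities, G-factor corrected; control set: unlabelled peptide and DMSO controls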
The depositor's hits bear a star; nt = not tested or not shown. Compounds were not picked by outcome; about 4.1% have a hit in one of these screens.

SMILES	CAL PDZ FP-1	CDK5 inh	Tat export inh	V-ATPase pHluor	MITF act	cardiac RTF act	dFosB act	Wnt bcat act	Rtt109 Vps75	CAL PDZ FP-2
CSc1ncc(C(=O)O)c(C)n1	-1	0.1	2	1	8	7	-3	1	-8	-0.9
COCCN(C(=S)Nc1ccc(OC)c(Cl)c1)C1CCN(C(C)C)CC1	-7	-1.4	-5	-2	18	-1	-2	-2	9	-0.4
O=C(/C=C/c1cccc([N+](=O)[O-])c1)NCc1ccc2c(c1)OCO2	-5	-5.6	-13	3	-3	0	-4	-3	0	-0.1
Clc1cccc(-c2nc3nc4ccccc4nc3n2Cc2ccccc2)c1	0	-0.3	-3	-1	10	1	-5	-1	-2	0.6
CC(C)Oc1c(N2CCOCC2)c(=O)c1=O	nt	-1.2	2	3	-5	4	-1	0	1	-1.0
Cc1cc2nccc(-c3ccc(OCCCF)cc3)n2n1	2	4.1	2	3	10	-4	-13	0	4	-0.7
CC(C)C(C(=O)Nc1cccnc1)N1C(=O)c2ccccc2C1=O (stereo unspecified)	-3	-0.5	-7	-3	nt	1	3	nt	53*	-2.5
Cc1ccc(C(=O)NC2CCN(CC(=O)Nc3ccccc3Cl)CC2)cc1	8	-0.4	7	2	14	-4	-7	3	1	-1.9
Nc1c(N(CCC2=CCCCC2)C(=O)c2ccco2)c(=O)[nH]c(=O)n1Cc1ccccc1	-2	0.3	-4	-1	-8	0	11	2	4	-3.1
C/C(=N\N1CCN(Cc2ccccc2Cl)CC1)c1ccc([N+](=O)[O-])cc1	nt	-0.7	1	0	nt	2	-12	4	10	-0.5
O=C1CCCN1CC(=O)N1CCCC(Nc2cccc(F)c2)C1 (stereo unspecified)	-7	0.1	7	0	-9	-2	2	3	-15	-1.2
O=C(NCc1ccccc1)c1c[nH]c2ccccc2c1=O	-2	-1.0	8	4	nt	0	-10	3	10	-0.7
Cc1ccc2c(c1)N(CC(=O)Nc1nccs1)C(=O)CO2	3	2.3	-4	-2	-7	2	6	nt	-11	-2.6
Cc1cc(C(=O)Nc2ccccc2[N+](=O)[O-])cs1	0	-1.4	-2	0	-5	0	5	12	3	-3.0
CCOC(=O)C1CCCN(C(=S)Nc2cc(C)cc(C)c2)C1 (stereo unspecified)	-1	0.8	-2	0	nt	-4	2	nt	-1	-2.2
CCN(CC)S(=O)(=O)c1ccc2c(c1)nc(SC(C)C(=O)NCC1CCCO1)n2CC (stereo unspecified)	3	1.0	-9	1	5	1	-10	1	-5	-3.3
O=S(=O)(c1cccc(Br)c1)N1CCN(c2ccnc3cc(Cl)ccc23)CC1	-6	-1.4	4	-1	5	6	8	-3	1	-1.6
CCOn1c(=O)c(-c2ccc(OC)c(OC)c2)[n+]([O-])c2ccccc21	-4	1.3	-5	0	2	1	-4	1	4	-3.0
Cc1c2cnn(-c3ccccc3)c(=O)c2c(C)n1CCCC(=O)N1CCN(c2ncccn2)CC1	-1	0.9	4	-2	-4	-7	7	-2	1	-1.3
O=C(NCC1OCCc2ccccc21)c1ccc(NC(=O)c2ccc(Cl)cc2Cl)cc1 (stereo unspecified)	-1	-0.5	-4	2	-7	4	45*	-2	-7	-2.9
O=C(Cc1ccccc1)N1CCC(O)(c2cccnc2)CC1	-2	-0.1	-9	9	-8	2	-4	1	-3	-1.0
S=C(NCc1ccco1)NCc1ccco1	-2	-1.8	2	4	-4	0	-2	-2	-1	0.1
COc1cccc(C=O)c1OCCCOc1cccc2cccnc12	-5	-1.2	1	-1	nt	-4	-9	5	-5	-0.8
O=C(Nc1ccc(Br)cc1)c1cc2ccccn2n1	0	-0.9	-2	-4	35	2	-2	53*	-13	-3.6
COc1ccccc1N1CCN(C(=O)CCS(=O)(=O)c2ccc3c(c2)NC(=O)C(C)S3)CC1 (stereo unspecified)	-2	nt	-6	5	-8	1	-7	2	11	-2.4
(listing goes on)
SMILES	CAL PDZ FP-1	CDK5 inh	Tat export inh	V-ATPase pHluor	MITF act	cardiac RTF act	dFosB act	Wnt bcat act	Rtt109 Vps75	CAL PDZ FP-2
CCN(CC(=O)Nc1ccc(NC(C)=O)cc1)S(=O)(=O)/C=C/c1ccccc1	2	0.3	-6	-4	-7	-3	1	0	-5	-0.6
COc1cccc(NC(=O)n2ncc3c(C)cccc32)c1	0	2.0	0	1	9	0	-8	45*	1	nt
CCOC(=O)c1c(NC(=O)C2CC(Cl)=CCC2C(=O)O)sc2c1CCCCC2 (stereo unspecified)	-5	0.5	5	-2	14	-6	-11	nt	32	-1.0
Cc1cc(OCC(=O)NNC(=S)NC(=O)c2ccc(Br)o2)ccc1Cl	-14	2.0	8	1	4	-4	-4	3	8	-1.7
O=C(Cn1cnc2c(nnn2Cc2ccc(F)cc2)c1=O)NCc1ccc(F)cc1	0	1.6	-4	1	-18	4	3	-10	4	-1.8
COc1ccccc1-c1nc(S(=O)(=O)c2ccc(Cl)cc2)c(N(C)C)o1	-1	0.6	-3	0	5	-2	-2	2	8	-2.8
NC(=O)c1ccsc1NC(=O)COC(=O)C1CC2CCCC(C1)C2=O (stereo unspecified)	1	0.4	4	-3	3	2	-8	-4	-4	-0.9
COCc1c(Br)c(C)nc(OCC(=O)N/N=C/c2ccco2)c1C#N	-4	-3.7	-15	-2	1	-3	-3	1	9	0.3
O=C(Nc1ccc(Cl)cc1)c1cncs1	-3	2.1	-2	-3	-6	-9	-1	-3	2	-1.2
Cc1ccnc(N2CCC(C(=O)NNC(=O)COc3cccc4ccccc34)CC2)n1	1	0.4	2	-1	-6	2	0	-5	nt	-1.7
CC1CN(CC(=O)NC(C)c2ccccc2)CC(C)O1 (stereo unspecified)	-1	1.3	2	-2	9	-5	-6	0	-4	-0.5
O=C(CCCN1C(=O)/C(=C/c2cccs2)SC1=S)NNC(=O)c1ccc(F)cc1	-4	0.2	-4	2	1	9	-12	nt	-1	-1.6
COc1cccc(-n2c(SCC(=O)NCCc3ccccc3)nnc2-c2ccoc2C)c1	-3	0.2	-10	13	-26	1	-14	0	13	nt
COc1ccccc1-n1c(=O)[nH]c2c(C(N)=O)nc(-c3cccnc3)nc21	nt	0.9	-3	-6	-5	-7	-25	-2	-5	-2.7
CC1CCCN(C(=O)Cc2cccc3ccccc23)C1 (stereo unspecified)	-2	-0.6	-1	1	3	1	2	2	6	25
CCOc1ccc(N(CC)C(=O)COc2cc(=O)n(CC)c3ccccc23)cc1	1	-0.2	11	-1	nt	0	-3	nt	9	-1.4
COc1ccc(NC(=O)Cn2nnc(C(=O)NCc3ccc4c(c3)OCO4)c2N)c(OC)c1	-3	-0.2	3	-4	-2	3	7	-1	-8	-1.1
Cc1ccc(-c2nc(SC(C)C(=O)c3c(N)n(C)c(=O)n(C)c3=O)n[nH]2)cc1 (stereo unspecified)	-1	0.1	-3	-2	1	-4	-13	1	-8	-2.9
Cc1onc(-c2ccccc2)c1C(=O)Nc1ccc(S(=O)(=O)Nc2nccs2)cc1	-5	-0.4	9	6	6	3	-5	-2	2	-0.2
Cc1cc(C)c(S(=O)(=O)N2CCCCCC2)cc1Br	-4	-1.8	8	-2	0	0	-7	-1	-3	0.6
O=C(CCl)Nc1cccc(Oc2ccccc2)c1	0	0.5	-10	1	-65	0	-2	-1	-3	-0.6
CC(=O)N(CCc1ccccc1C)Cc1cc2cc3c(cc2[nH]c1=O)OCO3	-3	0.8	-2	-3	1	-1	-16	-3	-10	-1.2
Cc1cc(=O)oc2ccc(OC(=O)CC(C)C)cc12	2	0.2	-3	1	12	2	-9	1	-2	0.5
O=S(=O)(Cc1ccc(Cl)cc1)NCc1ccc2c(c1)OCO2	-3	-0.1	2	1	-2	0	3	-3	-4	-1.3
CC(=O)c1sc(NC(C)c2ccccc2)nc1C (stereo unspecified)	-4	-0.8	1	-1	5	0	-2	-4	-2	0.2
The list goes on:
SMILES	CAL PDZ FP-1	CDK5 inh	Tat export inh	V-ATPase pHluor	MITF act	cardiac RTF act	dFosB act	Wnt bcat act	Rtt109 Vps75	CAL PDZ FP-2
O=C(CSc1nc2c(cnn2-c2ccc(F)cc2)c(=O)[nH]1)N1CCOCC1	0	0.2	-4	-5	-7	-8	-11	1	13	0.3
O=C(Nc1cc(Cl)ccc1N1CCOCC1)c1cccnc1	-3	0.4	1	-2	5	-9	-9	-2	4	-0.1
COc1ccc(OC)c2c1sc(=NC(=O)C1COc3ccccc3O1)n2C (stereo unspecified)	-2	-3.7	-2	-3	80	-2	-13	23	-4	-2.3
COc1ccc(NC2=C(C(C)=O)C(c3ccccc3)C(C(C)=O)C(C)(O)C2)cc1 (stereo unspecified)	1	0.5	8	-5	nt	-1	-1	2	-6	-0.9
CCOCC(=O)Nc1cc([N+](=O)[O-])ccc1OC	0	-0.4	10	2	-4	-5	7	-2	5	-0.7
CCN1CCN(c2cc(C)c3cc(NC(=O)c4ccc5c(c4)OCO5)ccc3n2)CC1	nt	-2.2	-9	3	19	1	2	1	-5	-0.5
O=C(c1ccccc1O)N1N=C(C(F)(F)F)CC1(O)c1ccc([N+](=O)[O-])cc1 (stereo unspecified)	-2	-0.4	-2	2	nt	-1	-11	-2	-2	-0.9
CCCCn1nnnc1SCC(=O)NNC(=O)c1ccco1	0	-0.6	-1	2	-2	0	-3	-2	-11	-3.2
CC1Sc2ccc(S(=O)(=O)NCc3ccccc3)cc2NC1=O (stereo unspecified)	-4	-0.3	-6	-6	6	-4	-6	-1	20	-2.3
CCOC(=O)CSc1nnc(CCCCCN2C(=O)c3cccc4cccc(c34)C2=O)o1	-5	-0.6	6	-1	-8	2	-7	-4	-6	-2.7
CCOC(=O)N1CCN(C(=O)c2sc3nc(-c4ccc(F)cc4)cn3c2C)CC1	-1	2.1	-2	-4	nt	2	-6	-1	-25	-0.6
COc1ccc(C(=O)c2ccc(Cl)cc2)c(OC)c1OC	-2	-3.8	8	-3	6	-2	2	2	-2	11
C/C(CC(=O)Nc1ccccc1C#N)=N\NC(=O)c1ccncc1	-3	0.8	11	4	-5	-5	2	-4	8	-0.2
S=c1[nH]nc(COc2ccccc2)n1/N=C/c1ccco1	2	-1.0	-4	nt	0	-6	4	nt	nt	-2.0
CC1(C)CC2CC(C)(CN2C(=O)c2cccs2)C1 (stereo unspecified)	8	0.1	4	5	-5	-2	-5	nt	-6	-1.2
CC(C)OC(=O)C1C(=O)CC(C)(O)C(C(=O)OC(C)C)C1c1cccnc1 (stereo unspecified)	0	-3.0	2	-25	nt	5	-7	nt	-2	-2.0
COc1ccc(NC(=S)NCc2cccn2C)cc1	-1	-0.6	4	0	12	1	-8	-3	10	-2.0
CCOc1ccccc1C(=O)NCC(=O)OCC(=O)NCCc1ccc(S(N)(=O)=O)cc1	nt	0.7	-1	-5	nt	-5	-2	nt	5	-0.1

From PubChem BioAssay
